# Screens: PubChem BioAssay, several laboratories
# GalR3 antagonist: human GalR3 antagonism. AID 651719. HEK293 GalR3-CNG cAMP membrane potential fluorescence; galR3 body fused to GalR1 C-terminus. inhibition, % at 3 µM. 360,000 tested, 0.44% active;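 active means inhibition above the screen-wide average plus 3 SD, cut at about 13% in these data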;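 further: forskolin and galanin both at EC90 stimulate the cells; cAMP rise reported by CNG channel membrane potential dye signal; 0% = forskolin plus galanin with DMSO and 100% = forskolin alone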
# Target sequence (O60755 1-299 limits assumed): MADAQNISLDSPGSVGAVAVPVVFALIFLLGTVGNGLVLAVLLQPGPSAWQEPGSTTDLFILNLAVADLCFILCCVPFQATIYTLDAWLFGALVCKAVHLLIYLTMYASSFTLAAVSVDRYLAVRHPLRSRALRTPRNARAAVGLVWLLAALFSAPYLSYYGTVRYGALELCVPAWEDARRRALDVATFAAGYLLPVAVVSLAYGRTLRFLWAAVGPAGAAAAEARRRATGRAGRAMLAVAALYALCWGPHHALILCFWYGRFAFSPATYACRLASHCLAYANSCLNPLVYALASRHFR
# GPR7 antag: antagonists of human GPR7 (neuropeptides B/W receptor 1); GPR7-expressing cells, fluorescence antagonist assay; inhibition, % at 4.4 µM; 290,000 tested, 1.1% active; AID 1861; in the data active means inhibition above about 16%, passing the limit was not always enough;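 further: cells stimulated with the agonist NPW; 0% = agonist with vehicle and 100% = vehicle without agonist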
# OXTR ag: activates the human oxytocin receptor; P30559; CHO-OTR cells, Fluo-8 calcium fluorescence; normalized: DMSO 0%, oxytocin 100%; activation, % at 3 µM; 320,000 tested, 0.32% active; AID 2435;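 active means activation above the mean of all tested compounds plus 3 SD, cutoff set per screening run, cut at about 20% in these data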;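 further: peak over basal fluorescence ratio from a 100 s FLIPR kinetic read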
# Target sequence (P30559 whole entry, looked up): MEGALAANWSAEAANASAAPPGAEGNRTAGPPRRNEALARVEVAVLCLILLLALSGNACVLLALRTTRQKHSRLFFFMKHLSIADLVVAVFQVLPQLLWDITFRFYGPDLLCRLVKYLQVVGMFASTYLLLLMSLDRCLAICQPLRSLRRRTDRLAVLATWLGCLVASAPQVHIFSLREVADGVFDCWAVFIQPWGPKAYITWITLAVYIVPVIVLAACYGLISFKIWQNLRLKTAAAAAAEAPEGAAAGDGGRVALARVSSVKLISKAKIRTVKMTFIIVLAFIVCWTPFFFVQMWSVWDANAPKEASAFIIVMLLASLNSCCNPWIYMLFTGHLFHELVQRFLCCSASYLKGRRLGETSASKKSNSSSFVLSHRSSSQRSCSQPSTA
# MEKK3 PB1 HTS: raises or lowers MEK5 binding to the human MEKK3 PB1 domain; bead-based flow cytometry, Alexa488-MEK5 binding to MEKK3; actives lie on both sides; 0 = blocked by unlabeled MEK5, 100 = vehicle; 290,000 tested, 1.4% active; binding response (% of control), % at 10 µM; Q99759;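 active means binding response more than 3 SD above or below the average of its plate-row segment, actives on both sides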;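 further: Alexa488 bead fluorescence after subtracting the streptavidin-only scavenger bead signal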
# V1aR counter: activates human V1a receptor in oxytocin agonist counter-screen | P37288 | CHO-V1R cells, Fluo-8 calcium fluorescence, agonist mode; 0% DMSO, 100% 3 nM vasopressin | activation, % at 3 µM | 320,000 tested, 0.25% active;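 active means activation above the mean activation of all tested compounds plus 3 SD, per screening run, cut at about 20% in these data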;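 further: signal is peak over basal fluorescence ratio across a 100 second FLIPR read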
# PHOSPHO1 block: blocks human PHOSPHO1 phosphatase activity | Q8TCT1 | recombinant PHOSPHO1, absorbance phosphatase assay | inhibition, % at 13.3 µM | 290,000 tested, 1.1% active; in the data active means inhibition above about 60%
# Target sequence (Q8TCT1 whole entry, looked up): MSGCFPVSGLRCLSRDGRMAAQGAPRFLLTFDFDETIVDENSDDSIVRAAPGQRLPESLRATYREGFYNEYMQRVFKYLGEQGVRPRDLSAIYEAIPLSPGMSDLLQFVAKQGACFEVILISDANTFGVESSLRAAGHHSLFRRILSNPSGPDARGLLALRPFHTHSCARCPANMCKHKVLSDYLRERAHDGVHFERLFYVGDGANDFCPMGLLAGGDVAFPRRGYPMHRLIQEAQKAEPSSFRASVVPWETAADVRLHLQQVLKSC
# NALP1 inh: inhibitors of NALP1 inflammasome in yeast | S. cerevisiae NALP1/ASC/caspase-1 growth, X-gal OD620, 72 h | inhibition, % at 10 µM | 280,000 tested, 0.61% active | AID 2071; in the data active means inhibition mostly above about 24%, no sharp cut-off; inactive means mostly below about 32%; further: some compounds called inactive have numbers as strong as hits
# MEKK2mut PB1 HTS: signal of MEK5 binding to mutant human MEKK2 PB1 domain; bead flow cytometry, Alexa488-MEK5 binding to MEKK2 mutant; percent response, % at 10 µM; 290,000 tested, 0.35% active; AID 1530; in the data active means percent response above about 24%, passing the limit was not always enough; further: inactives centre near 1; some results filed as inactive read as strong as hits; reference of the scale not given here
# MEKK2wt PB1 HTS: raises or lowers MEK5 binding to wildtype human MEKK2 PB1 domain | Q9Y2U5 | bead flow cytometry, Alexa488-MEK5 binding to MEKK2 WT; actives lie on both sides | binding response (% of control), % at 10 µM | 290,000 tested, 1.1% active; in the data active means binding response below about 67% or above about 130%
# * hit, by the source's call; x = no result given; [ ] = remark or other dose.
1	CCn1c(SCc2cccc(F)c2)nnc1-c1ccncc1
2	C[C@@H]1C[C@H](O)c2cc(Cl)ccc2N1
3	c1ccc(CCN2CN=C(Nc3nc4ccccc4s3)NC2)cc1
4	CCN(CC)S(=O)(=O)c1cccc(C(=O)Nc2cc(C)nn2-c2ccccc2)c1
5	O=C(NN1C(=O)/C(=C/c2cccs2)SC1=S)c1ccncc1
6	O=C(Nc1nccs1)C1CCN(S(=O)(=O)c2ccc(Cl)c(C(F)(F)F)c2)CC1

entry no.	1	2	3	4	5	6
GalR3 antagonist	-12	-5	-5	-9	1	-3
GPR7 antag	13	-15	-16	-8	-11	3
OXTR ag	x	-0.1	-0.3	-1.0	-0.3	1.7
MEKK3 PB1 HTS	102	101	110	100	91	101
V1aR counter	x	1.1	0.7	0.3	0.1	3.2
PHOSPHO1 block	52	7	46	4	8	2
NALP1 inh	24	4	-7	29	-8	4
MEKK2mut PB1 HTS	-1	4	3	23	-11	4
MEKK2wt PB1 HTS	103	97	113	119	97	100

7	CC1CCCCC1NC(=O)/C=C/c1nc2ccccc2s1 (configuration not stated)
8	COc1ccc(CCNC(=O)CCN2C(=O)[C@@H]3Cc4ccccc4CN3C2=O)cc1OC
9	O=c1[nH]c2cc3c(cc2cc1C(c1nnnn1C1CCCCC1)N1CCSCC1)OCCO3 (configuration not stated)
10	O=C(c1ccc(Cl)s1)N1CCc2ccccc21
11	O=[N+]([O-])c1cccnc1S(=O)(=O)c1ccccc1
12	CC(C)CC(=O)Nc1ccc(Cc2ccncc2)cc1

entry no.	7	8	9	10	11	12
GalR3 antagonist	-6	-6	3	-6	-8	-5
GPR7 antag	4	-14	-3	-4	12	5
OXTR ag	-2.6	4.9	1.0	-1.7	0.5	0.6
MEKK3 PB1 HTS	87	104	x	102	106	104
V1aR counter	-0.5	4.0	-0.4	-1.9	1.8	0.1
PHOSPHO1 block	-23	33	-1	-14	x	35
NALP1 inh	-1	1	-5	10	25	9
MEKK2mut PB1 HTS	-3	1	x	1	8	3
MEKK2wt PB1 HTS	87	103	x	101	103	109

13	CCC(=O)N(Cc1cc2cccc(C)c2[nH]c1=O)c1ccccc1OC
14	CC(C)n1nnnc1-c1cccc(Cl)c1
15	COc1cnc(-c2ccccn2)nc1Oc1ccccc1Cl
16	O=C(Nc1ccc(Cl)cc1)c1cccc(NC2=NC3CS(=O)(=O)CC3S2)c1 (configuration not stated)
17	CCOC(=O)C1=C(O)/C(=C/c2ccc(-c3ccccc3C(=O)O)o2)SC1=Nc1ccc(OC)cc1
18	COc1ccc2c(c1)CC(=O)NC=C2

entry no.	13	14	15	16	17	18
GalR3 antagonist	-2	-5	-5	x	7	-4
GPR7 antag	9	-2	-14	24*	-5	-6
OXTR ag	0.0	0.6	-1.1	0.5	x	-0.3
MEKK3 PB1 HTS	101	110	102	100	100	94
V1aR counter	1.4	0.1	-0.4	1.6	x	-0.4
PHOSPHO1 block	45	4	22	33	-26	7
NALP1 inh	3	16	26	-11	15	-15
MEKK2mut PB1 HTS	5	7	1	-2	6	-4
MEKK2wt PB1 HTS	102	117	99	99	97	95

# Fetched one by one from above, 6 records:
14	CC(C)n1nnnc1-c1cccc(Cl)c1
16	O=C(Nc1ccc(Cl)cc1)c1cccc(NC2=NC3CS(=O)(=O)CC3S2)c1 (configuration not stated)
17	CCOC(=O)C1=C(O)/C(=C/c2ccc(-c3ccccc3C(=O)O)o2)SC1=Nc1ccc(OC)cc1
13	CCC(=O)N(Cc1cc2cccc(C)c2[nH]c1=O)c1ccccc1OC
18	COc1ccc2c(c1)CC(=O)NC=C2
15	COc1cnc(-c2ccccn2)nc1Oc1ccccc1Cl

entry no.	14	16	17	13	18	15
GalR3 antagonist	-5	x	7	-2	-4	-5
GPR7 antag	-2	24*	-5	9	-6	-14
OXTR ag	0.6	0.5	x	0.0	-0.3	-1.1
MEKK3 PB1 HTS	110	100	100	101	94	102
V1aR counter	0.1	1.6	x	1.4	-0.4	-0.4
PHOSPHO1 block	4	33	-26	45	7	22
NALP1 inh	16	-11	15	3	-15	26
MEKK2mut PB1 HTS	7	-2	6	5	-4	1
MEKK2wt PB1 HTS	117	99	97	102	95	99

# The results go on:
19	C=CCn1c(SCc2nc3ccccc3[nH]2)nnc1-c1ccccn1
20	CCC1Sc2ccc(S(=O)(=O)CCC(=O)Nc3ccccc3Cl)cc2NC1=O (configuration not stated)
21	COC(=O)c1ccc(C23CC4(C2)[C@H](CN(Cc2cccnc2)[C@@H]4c2ccccc2)C3c2ccccc2)cc1 (some centres not stated)
22	CN(C)c1ccc(/C=N/NC(=O)c2nonc2N)cc1[N+](=O)[O-]
23	O=C(O)c1cccc(N2C(=O)c3cccnc3C2=O)c1
24	COc1cc2c(cc1NC(=O)COC(=O)Cn1cnc3ccccc31)oc1ccccc12

entry no.	19	20	21	22	23	24
GalR3 antagonist	1	-6	-6	-4	-3	-5
GPR7 antag	-11	15	x	4	0	-1
OXTR ag	-0.1	-1.1	0.3	-1.3	-0.2	x
MEKK3 PB1 HTS	97	88	105	99	99	x
V1aR counter	0.4	6.2	1.2	0.0	-0.6	x
PHOSPHO1 block	35	47	31	21	5	4
NALP1 inh	17	16	x	-2	x	31
MEKK2mut PB1 HTS	-1	-19	4	-8	-2	x
MEKK2wt PB1 HTS	97	81	103	87	95	x

# The last 4 compounds of the part before are carried over, then new ones follow.
21	COC(=O)c1ccc(C23CC4(C2)[C@H](CN(Cc2cccnc2)[C@@H]4c2ccccc2)C3c2ccccc2)cc1 (some centres not stated)
22	CN(C)c1ccc(/C=N/NC(=O)c2nonc2N)cc1[N+](=O)[O-]
23	O=C(O)c1cccc(N2C(=O)c3cccnc3C2=O)c1
24	COc1cc2c(cc1NC(=O)COC(=O)Cn1cnc3ccccc31)oc1ccccc12
25	O=C(Cn1cnc2c(nnn2-c2cccc(Cl)c2)c1=O)NCc1ccccc1
26	Cc1cccc(C)c1OCC(=O)Nc1oc(-c2ccccc2)c(-c2ccccc2)c1C#N
27	COc1ccc(/C=C/C(=O)N2CCCc3ccccc32)cc1
28	CSc1nc2ccc(NC(=O)C3=NNC(=O)CC3)cc2s1
29	CCC(C)(C)c1nnc(NC(=O)c2cccc([N+](=O)[O-])c2)s1
30	O=C(/C=C/c1ccco1)Nc1ccc(Oc2ccc(Cl)cc2)cc1

entry no.	21	22	23	24	25	26	27	28	29	30
GalR3 antagonist	-6	-4	-3	-5	x	-4	-1	9	-2	-5
GPR7 antag	x	4	0	-1	-15	-4	-2	-4	-1	7
OXTR ag	0.3	-1.3	-0.2	x	0.0	-0.5	-0.8	0.4	1.3	-0.2
MEKK3 PB1 HTS	105	99	99	x	99	109	93	109	110	96
V1aR counter	1.2	0.0	-0.6	x	0.0	-0.3	3.7	0.7	2.0	2.9
PHOSPHO1 block	31	21	5	4	12	x	34	-3	-11	40
NALP1 inh	x	-2	x	31	10	x	32	19	18	1
MEKK2mut PB1 HTS	4	-8	-2	x	1	8	-2	4	3	1
MEKK2wt PB1 HTS	103	87	95	x	98	109	92	106	108	105

31	Cc1ccc(C)n1-c1ccc(-c2ccn[nH]2)cc1
32	CCCCCCCC(=O)NN=C1CCN(Cc2ccccc2)CC1
33	O=C(NCC(c1cccnc1)N1CCOCC1)Nc1ccccc1 (configuration not stated)
34	CCCC(=O)N1CCN(c2nc3ccc(CC)cc3s2)CC1
35	CC(=O)Nc1ccc(C(=O)OCc2ccc(F)cc2Cl)cc1
36	CCC(C)c1ccc(OCCn2ccnc2)cc1 (configuration not stated)

entry no.	31	32	33	34	35	36
GalR3 antagonist	-2	4	-3	-1	0	-12
GPR7 antag	6	-9	-1	7	-1	1
OXTR ag	0.2	-1.2	-0.3	0.2	0.9	1.6
MEKK3 PB1 HTS	15*[inhibitor]	106	103	106	115	105
V1aR counter	0.2	-0.5	-0.4	2.6	0.9	5.3
PHOSPHO1 block	19	6	0	8	12	14
NALP1 inh	-2	24	7	19	-1	53*
MEKK2mut PB1 HTS	190*	5	-2	8	0	0
MEKK2wt PB1 HTS	x	107	98	103	109	107

37	COc1ccc(NC(=O)c2cn(CCC#N)nc2-c2cccs2)cc1
38	COc1ccc2cc(CN(CC3CCCO3)C(=O)Nc3ccccc3OC)c(=O)[nH]c2c1 (configuration not stated)
39	CCOc1ccc(C(=S)N2CCOCC2)cc1OC
40	Cn1c2c(c3ccccc31)CCSC2=O
41	CCc1nn(CC(=O)NCc2cccnc2)c(=O)c2cc3occc3n12
42	COc1cccc(CN2CC(C(=O)N(C)Cc3[nH]c4ccccc4c3C)CCC2=O)c1 (configuration not stated)

entry no.	37	38	39	40	41	42
GalR3 antagonist	-3	-8	2	-6	-10	3
GPR7 antag	-10	3	-6	-9	8	3
OXTR ag	0.2	-1.6	-0.8	-1.5	0.4	2.8
MEKK3 PB1 HTS	140*	110	90	102	97	103
V1aR counter	0.4	-0.4	-0.9	0.6	-0.1	7.6
PHOSPHO1 block	7	8	-4	11	33	26
NALP1 inh	x	-3	-1	-15	31	10
MEKK2mut PB1 HTS	1	-4	-4	-2	-2	7
MEKK2wt PB1 HTS	108	103	107	99	97	107

43	CCCN=C1NC(=O)C(CC(=O)NCCc2ccc(OC)c(OC)c2)S1 (configuration not stated)
44	O=C1CC(c2ccccc2Cl)Cc2c1cnn2-c1nc2ccccc2s1 (configuration not stated)
45	CC(C)(CO)NC(=O)CC1C(=O)NCCN1CC(c1ccccc1)c1ccccc1 (configuration not stated)
46	NC(=O)C1=C[C@H](C2CCCCC2)C[C@H](OCc2ccc(CO)cc2)O1
47	CCOc1ccc(C(=O)CC(NCc2cccs2)C(=O)O)cc1 (configuration not stated)
48	O=C(COc1ccccc1)Nc1ccccc1C(=O)NCc1ccco1

entry no.	43	44	45	46	47	48
GalR3 antagonist	1	-2	-4	3	-1	-2
GPR7 antag	9	-2	-7	-7	-23	11
OXTR ag	-0.3	-0.1	-0.7	3.4	-0.5	-1.6
MEKK3 PB1 HTS	103	110	97	109	98	102
V1aR counter	0.4	0.7	-0.6	2.2	0.0	-0.6
PHOSPHO1 block	-12	-4	33	40	15	-5
NALP1 inh	16	10	-2	-10	3	17
MEKK2mut PB1 HTS	6	2	-8	6	3	1
MEKK2wt PB1 HTS	107	102	95	109	100	106

49	O=c1c2ccccc2cnn1-c1nc2ccccc2[nH]1
50	O=C(NCc1ccccc1)C1=C[C@H](C2CCCCC2)C[C@H](OCc2ccc(CO)cc2)O1
51	CCC(=O)Nc1ccc(Cl)c(NC(=S)NC(=O)c2ccco2)c1
52	Cc1nn(C)c(Oc2ccccc2)c1[N+](=O)[O-]
53	Cc1cc(N2CCCCC2)n2ncc(-c3ccc(Cl)cc3)c2n1
54	Cc1c(C(=O)N2CCN(c3ccc(F)cc3)CC2)sc2nc(-c3ccccc3)cn12
55	CC(C)Cn1c2c(c(O)c(C(=O)Nc3nccs3)c1=O)CCCC2
56	O=[N+]([O-])c1ccc(CSc2nnc3ccccn23)cc1
57	Nc1nnnn1CC(=O)OCc1cccc(Br)c1

entry no.	49	50	51	52	53	54	55	56	57
GalR3 antagonist	1	-2	12	-3	-4	-4	1	-2	-6
GPR7 antag	-6	-7	-7	-5	-1	-1	-14	-17	27*
OXTR ag	x	0.3	1.8	0.3	0.6	1.2	0.0	0.9	-0.1
MEKK3 PB1 HTS	100	92	91	87	101	x	x	101	101
V1aR counter	x	0.0	1.8	-0.4	-0.1	0.6	0.1	0.7	0.3
PHOSPHO1 block	24	14	-2	-18	21	24	-4	-73	29
NALP1 inh	-7	8	18	7	1	8	-6	9	3
MEKK2mut PB1 HTS	-4	-11	-1	-7	0	x	x	-1	4
MEKK2wt PB1 HTS	101	79	101	86	106	x	x	98	106

# The order is random; about 5.4% have a hit in one of these screens.
